CHRM5 antagonist: CHRM5 antagonism in calcium assay; CHO-hM5 cells, Fluo-8 calcium fluorescence, ACh EC80; inhibition, % at 3 µM; 0.59% of 360,000 active; P08912;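 active = inhibition above a per-plate cutoff, the mean of that plate's test compounds plus 3 SD, cut at about 27% in these data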;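 also: 0% = acetylcholine EC80 with DMSO and 100% = DMSO without agonist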
Target sequence (P08912 whole entry, looked up): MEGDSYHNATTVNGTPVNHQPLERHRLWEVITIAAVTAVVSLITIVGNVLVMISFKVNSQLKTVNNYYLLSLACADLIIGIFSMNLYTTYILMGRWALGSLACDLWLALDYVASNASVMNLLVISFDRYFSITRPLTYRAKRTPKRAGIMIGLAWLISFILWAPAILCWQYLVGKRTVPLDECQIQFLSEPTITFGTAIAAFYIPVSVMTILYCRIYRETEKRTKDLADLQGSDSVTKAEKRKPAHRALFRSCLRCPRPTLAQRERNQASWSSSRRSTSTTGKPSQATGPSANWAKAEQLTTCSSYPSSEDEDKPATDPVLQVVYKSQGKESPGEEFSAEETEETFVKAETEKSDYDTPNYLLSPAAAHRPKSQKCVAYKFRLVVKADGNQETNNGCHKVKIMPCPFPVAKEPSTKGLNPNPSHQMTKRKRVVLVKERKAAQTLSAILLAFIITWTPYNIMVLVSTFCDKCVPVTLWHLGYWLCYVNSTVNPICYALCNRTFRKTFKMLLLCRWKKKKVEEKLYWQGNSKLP
M4 PAM: positive allosteric modulators of human muscarinic M4 receptor. 0.4% of 360,000 active. CHO-K1 hM4/Gqi5, Fluo-8 calcium fluorescence, ACh EC20; 0% = ACh EC20, 100% = maximal ACh. activation, % at 3 µM. P08173. AID 624126;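 active = activation above its plate's cutoff, the mean activation of sample wells plus 3 SD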; also: some results filed as inactive read as strong as hits
Target sequence (P08173 whole entry, looked up): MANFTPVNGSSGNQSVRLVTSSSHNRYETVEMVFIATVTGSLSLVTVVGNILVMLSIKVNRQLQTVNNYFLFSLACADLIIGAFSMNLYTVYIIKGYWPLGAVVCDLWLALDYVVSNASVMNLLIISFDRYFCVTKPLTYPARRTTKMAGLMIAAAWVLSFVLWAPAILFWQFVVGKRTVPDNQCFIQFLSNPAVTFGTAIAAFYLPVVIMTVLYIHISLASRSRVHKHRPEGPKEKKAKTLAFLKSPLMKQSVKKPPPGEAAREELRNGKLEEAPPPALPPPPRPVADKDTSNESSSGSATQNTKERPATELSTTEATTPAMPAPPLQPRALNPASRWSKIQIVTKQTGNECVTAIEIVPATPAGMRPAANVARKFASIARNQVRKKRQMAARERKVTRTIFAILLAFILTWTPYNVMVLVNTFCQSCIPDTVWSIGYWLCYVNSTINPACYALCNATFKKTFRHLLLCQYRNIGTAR
CHRM4 antagonist: CHRM4 antagonism in calcium assay; P08173; AID 624125; inhibition, % at 3 µM; CHO-hM4 cells, ACh EC80, Fluo-8 calcium fluorescence; 0.73% of 360,000 active;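 active = inhibition above its plate's cutoff, the mean inhibition of sample wells plus 3 SD, cut at about 27% in these data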;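 also: 0% = acetylcholine EC80 with DMSO and 100% = DMSO without agonist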
M1 PAM parental: M1 PAM counterscreen hit in parental CHO-K1 cells | ATP EC20, Fluo-8 calcium fluorescence; 0% at ATP EC20, 100% at ATP max | activation, % at 3 µM | 0.02% of 360,000 active;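 active = activation above the run cutoff, the mean activation of all test compounds plus 3 SD, cut at about 40% in these data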;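 also: peak over basal fluorescence ratio in a 140 s read after ATP addition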
M5 PAM: potentiates acetylcholine response at human M5 receptor; P08912; CHO-K1 hM5, Fluo-8 calcium, ACh EC20 PAM; 0% = ACh EC20, 100% = ACh EC100; activation, % at 3 µM; 0.3% of 360,000 active; AID 624038;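 active = activation above the run cutoff, the mean activation of all test compounds plus 3 SD, cut at about 18% in these data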
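system = human M5 receptor in CHO-K1 cells | compound = one concentration, 3 µM final (nominal) | schedule = Post-acetylcholine fluorescence recording 140 s | signal = Fluo-8 calcium dye fluorescence, kinetic read | benchmarks = low control EC20 acetylcholine (0%), high control EC100 acetylcholine (100%) | repeats = singlicate, one well per test compound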
CHO-K1 Ca ag: M1 agonist counterscreen hit in parental CHO-K1 cells. activation, % at 3 µM. 0.48% of 360,000 active. Fluo-8 calcium fluorescence; scaled to maximal ATP response, vehicle zero; in the data active = activation above about 15%;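 also: untransfected CHO-K1 host cells lacking M1 receptor as counterscreen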
CHRM5 agonist: agonists of human muscarinic M5 receptor (CHRM5); P08912; CHO-K1 hM5 cells, Fluo-8 calcium fluorescence; 0% DMSO wells, 100% maximal acetylcholine response; activation, % at 3 µM; 0.19% of 360,000 active;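 active = activation above the run's mean over test compounds plus 3 SD, cut at about 23% in these data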;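 also: signal is peak over basal fluorescence ratio across the kinetic read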
CHRM4 agonist: agonists of human muscarinic M4 receptor (CHRM4); CHO-K1 hM4/Gqi5, Fluo-8 calcium fluorescence; vehicle 0%, full acetylcholine response 100%; activation, % at 3 µM; P08173; 0.14% of 360,000 active;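 active = activation above the run mean over all test wells plus 3 SD, cut at about 32% in these data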;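 also: peak over basal fluorescence ratio per well then scaled between controls; 0% = DMSO wells and 100% = acetylcholine at EC100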
CHO-K1 Ca antag: counter-screen for M1 antagonists: effect in parental CHO-K1 cells; 0.6% of 360,000 active; AID 602250; inhibition, % at 3 µM; ATP-induced calcium, Fluo-8 fluorescence;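 active = inhibition above a per-plate cutoff, the plate's mean sample inhibition plus 3 SD, cut at about 24% in these data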;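 also: 0% = DMSO plus EC80 ATP and 100% = DMSO alone without ATP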
Starred values were filed as active, the others as inactive.

compound	M1 PAM parental	CHRM4 antagonist	M5 PAM	CHRM5 antagonist	M4 PAM	CHRM5 agonist	CHRM4 agonist	CHO-K1 Ca antag	CHO-K1 Ca ag
CCN1C(=O)[C@H]2[C@@H](c3ccc(-c4cc(C(C)=O)cs4)cc3)N3CCCC[C@@]3(C(=O)OC)[C@H]2C1=O	9	2	5	3	17	5	2	-13	0.2
Cc1cccc(Nc2nnc(SCC(=O)NC(=O)CN3CCCC3=O)s2)c1	12	-17	15	-4	7	0	-1	-24	-0.4
O=C(CN1C(=O)CSc2ccc(S(=O)(=O)N3CCOCC3)cc21)NCc1cccnc1	8	-8	3	4	4	-2	1	-5	0.1
Cc1ccsc1C(=O)NCc1ccc(Cl)cc1	-20	4	7	-4	-3	-4	0	14	-0.1
COC(=O)/C(=C\c1ccc(O)cc1)c1nc2ccccc2[nH]1	-2	7	2	4	-7	0	1	-6	0.2
O=C(O)CCc1ccc(-c2ccc(Cl)cc2)n1NC(=O)c1ccc(O)cc1	3	-1	2	5	6	2	0	-8	-0.2
O=C(Nc1ccc(Cl)cc1)OCCn1nnnc1C(c1ccccc1Cl)N1CCOCC1 (centres undefined)	-3	-4	-4	-1	-9	1	4	7	1.3
Cc1ccc(C)c(N(C)C(=O)COc2cc(=O)n(C)c3ccccc23)c1	-10	-5	-6	4	-6	1	1	8	0.0
COc1cc(/C=N/NC(=O)C(=O)NCC2CCCO2)ccc1OCC(=O)N1CCOCC1 (centres undefined)	22	6	-2	5	-1	-5	1	-19	-0.9
COc1ccc(N2CCN(C(=O)C3CCCN(c4ncnc5c4nc4n5CCCCC4)C3)CC2)cc1 (centres undefined)	-9	4	2	7	11	-2	13	-5	6.0
CCN(C(=O)COc1ccc(F)cc1Br)c1c(N)n(Cc2ccccc2)c(=O)[nH]c1=O	4	10	1	3	-3	-1	0	-7	1.4
CC(=O)c1cccc(NC(=S)NC2CCCCCCC2)c1	-14	11	-14	22	-10	4	15	15	6.2
CCCCN(CCCC)C(=O)C[n+]1cccc(/C=N/O)c1	-9	2	6	-6	-7	-5	2	-9	0.2
Cc1c(CC(=O)NCCCC(=O)O)c(=O)oc2c(C)c3oc4c(c3cc12)CCCC4	17	8	2	-2	8	-3	1	-6	0.8
CCn1c(NC(=O)c2ccccc2F)c(-c2cccs2)c(=O)c2ccccc21	-1	29*	-9	1	-34	7	0	2	0.1

Compounds above that contain fluorine:
compound	M1 PAM parental	CHRM4 antagonist	M5 PAM	CHRM5 antagonist	M4 PAM	CHRM5 agonist	CHRM4 agonist	CHO-K1 Ca antag	CHO-K1 Ca ag
CCN(C(=O)COc1ccc(F)cc1Br)c1c(N)n(Cc2ccccc2)c(=O)[nH]c1=O	4	10	1	3	-3	-1	0	-7	1.4
CCn1c(NC(=O)c2ccccc2F)c(-c2cccs2)c(=O)c2ccccc21	-1	29*	-9	1	-34	7	0	2	0.1

Later entries
compound	M1 PAM parental	CHRM4 antagonist	M5 PAM	CHRM5 antagonist	M4 PAM	CHRM5 agonist	CHRM4 agonist	CHO-K1 Ca antag	CHO-K1 Ca ag
O=C(O)c1nnsc1-c1csnn1	18	1	6	3	-1	4	0	-10	0.7
Cc1ccc2nnnc(-c3ccccc3)c2c1	-6	21	3	-8	0	-2	1	-1	-0.2
COc1ccc(Cn2c(C)nc3ccc([N+](=O)[O-])cc3c2=O)cc1	-9	9	-15	4	-10	5	8	23	3.3
O=C(NCCc1ccccc1)C1CCC(Cn2c(=O)c3ccccc3n(Cc3cccc(Cl)c3)c2=O)CC1 (centres undefined)	23	-8	-1	5	-4	2	1	-17	0.5
Cc1ccc(N2CC(C(=O)Nc3nnc(SCC(=O)Nc4cc(C)on4)s3)CC2=O)cc1 (centres undefined)	1	10	0	2	1	2	0	7	-0.2
COc1cccc(CNC(=O)[C@@H]2CCCN2C(=O)OC(C)(C)C)c1	17	-9	1	-8	18	3	0	-14	0.8
O=C(CSc1ncccn1)NCc1ccc(F)cc1	-3	10	-11	5	-11	0	0	-10	-0.3
Cc1cc([N+](=O)[O-])ccc1NC(=S)NC(=O)Cc1ccccc1	16	10	0	6	17	-6	3	-15	1.6
CCCCOCCCNC(=O)c1ccc(NC(C)=O)cc1	-13	4	-3	-1	7	0	1	3	-0.3
O=[N+]([O-])c1nn(-c2ccc3c(c2)OCCO3)n(O)c1=Nc1ccccc1	26	3	-6	4	-6	0	6	-7	3.7
CCn1c(O)c(N=NC(=S)NCC2CCCO2)c2ccccc21 (centres undefined)	12	-6	-10	8	0	-4	9	-13	3.5
O=C1CN(S(=O)(=O)c2cccc(Cl)c2Cl)c2ccccc2N1	5	2	8	3	-7	-2	1	-21	1.1
COc1cccc(OCc2nnc(SCC(=O)NNC(=O)C3CCCCC3)n2C)c1	13	0	2	-4	9	-1	0	-9	0.4
CCC(C)[C@H](NC(=O)N1CC(=O)Nc2ccccc21)C(=O)Nc1ccccc1C (some centres undefined)	20	3	2	-1	0	-5	-1	-10	-1.2
CCCn1c(NCc2ccco2)nc2ccccc21	20	-6	2	1	2	-4	0	-11	0.3
CC(C)(C)OC(=O)NCCCC[C@@H](C(=O)NCCCCCCCCCCC(=O)N1CCN(C(=O)OC(C)(C)C)CC1)n1cc(CCO)nn1	11	-7	-20	15	-11	-11	12	-2	1.3
O=S(=O)(Nc1ccccc1N1CCOCC1)c1ccc(Cl)s1	-8	-8	3	-10	17	-2	0	4	0.1
O=S(=O)(c1ccc2ccccc2c1)N1CCN(S(=O)(=O)c2c(F)cccc2F)CC1	14	6	6	2	0	-3	0	-4	0.4
COc1ccccc1NC(=O)CN1C(=O)NC2(CCCCCCC2)C1=O	17	1	-1	4	-6	1	1	-18	1.0
COc1ccc(C(=O)NC(=S)N(C)C2CCCCC2)cc1Br	7	-1	1	8	6	-2	0	-9	0.4
Cc1ccc(-n2nnc(-c3cccnc3)n2)cc1	-21	6	-2	7	1	2	1	14	1.3
Cc1ccc(NC(=O)c2ccc3c(c2)C(=O)N(c2ccccc2C)C3=O)nc1	-1	-12	-1	6	14	3	1	23	0.4
O=C(c1ccc2c(c1)OCCO2)C1CCN(C(=O)Nc2ccc(F)cc2)CC1	4	-5	-7	9	2	1	14	2	6.0
CC(OC(=O)CNC(=O)c1ccc2c(c1)OCO2)C(=O)NCCC1=CCCCC1 (centres undefined)	21	4	4	5	16	-1	0	-11	0.0
C[C@H]1CN(C2CCCCC2)C(=O)[C@@H]1CC(=O)Nc1ccccc1	12	-11	-3	6	6	0	3	-7	1.3
COc1cc(S(=O)(=O)NC2CCCC2)ccc1Cl	10	3	2	-3	2	-4	0	-9	0.3
COCCCNC(=O)CN(Cc1ccc(Cl)cc1)S(C)(=O)=O	11	-4	0	7	9	-4	2	-16	0.8
Cc1ccc(S(=O)(=O)NCCc2ccncc2)cc1[N+](=O)[O-]	6	8	-1	10	0	-4	0	-11	0.8
Cc1ccc(N(CC(=O)Nc2cc(C)cc(C)c2)S(=O)(=O)c2cccc3nonc23)cc1	9	3	-7	2	-4	-5	0	-24	0.1
Cc1ccc(C(=O)N/C(=C\c2cn(C)c3ccccc23)C(=O)N2CCN(C)CC2)cc1	-3	-9	4	0	1	-2	2	-11	0.6
CC(C)N(CCNC(=O)c1cn(C)c2ccc(S(=O)(=O)N(C)C)cc2c1=O)Cc1ccccc1	9	-29	0	0	7	-4	1	12	-0.3
COc1cccc(/C=C2\SC(=S)N(CC3CCCO3)C2=O)c1 (centres undefined)	9	0	3	-9	8	-1	-1	-10	0.3
COc1cccc(C(c2nnnn2C(C)(C)C)N2CCN(C3CCCCC3)CC2)c1OC (centres undefined)	16	-7	3	10	13	-8	0	-18	-0.1
CCOC(=O)c1sc(NC(=O)c2cc3c(s2)CCC(C)C3)nc1C (centres undefined)	17	4	1	-3	9	2	-1	-8	0.2
Cc1cccc(CN2CCC(C(=O)Nc3cccc(-c4cscn4)c3)CC2)n1	15	-2	5	-7	-3	-4	2	-11	1.4
Cc1ccc(-n2cc(CN3CCNC(=O)CC3)c(-c3ccc(F)cc3)n2)cc1	12	1	2	6	6	-3	3	-6	0.5
O=C(Nc1ccccc1C(F)(F)F)c1cc2ccccc2o1	-4	-3	3	-5	1	0	0	0	-0.7
CC(C)CNC(=O)COC(=O)CCC(=O)c1ccc(F)cc1	7	0	5	-9	10	1	1	-10	0.2
CCOc1cc(/C=C(\C#N)C(=O)Nc2cccc(C(=O)O)c2)ccc1OCc1ccccc1Cl	-8	-7	-2	12	8	-3	-1	-16	-0.5
CCc1ccc([C@@H]2C[C@H]3[C@@H](CN2S(=O)(=O)c2ccc(C)cc2)C(=O)C[C@@H](c2ccccc2)N3S(=O)(=O)c2ccc(C)cc2)cc1	0	0	3	-4	-5	1	0	-9	0.1
CCN(CC)c1ccc2cc(-c3nc(-c4cc5ccccc5oc4=O)cs3)c(=O)oc2c1	4	16	-4	17	-4	20	8	5	11
CCCCNS(=O)(=O)c1ccc2nc(SCC(=O)N3CC(C)OC(C)C3)[nH]c2c1 (centres undefined)	2	-6	-1	6	2	-2	1	0	-0.1
CCOc1ccccc1NC(=O)CN1C(=O)COc2ccccc21	0	1	6	8	0	4	2	-2	0.7
NS(=O)(=O)c1cccc(NC(=O)CSc2nnc(NC3CC3)s2)c1	-8	-10	0	22	2	1	0	8	0.0
CCOC(=O)NC(=O)c1cn(Nc2ncc(C(F)(F)F)cc2Cl)c(=O)[nH]c1=O	0	-5	-8	6	2	3	0	1	0.1
O=c1ncn(-c2ccccc2C(F)(F)F)c2ncccc12	-3	3	-4	0	-1	0	0	7	0.1
CC(C)(C)OC(=O)N1C[C@H](O)C[C@H]1C(=O)OCC(=O)c1ccc([N+](=O)[O-])cc1	7	-8	-5	9	3	-3	2	7	-0.1
Cc1ccc(-c2nc3cc(NS(=O)(=O)c4ccc(C)cc4)ccc3o2)cc1	-14	-10	-8	-8	23	-4	0	9	-0.6
CN(C)c1ccc(-c2ccnc3c2CC(C)(C(=O)NCc2cccc(Cl)c2)O3)cc1 (centres undefined)	19	-16	-11	12	7	-2	-2	-11	0.5
Cc1noc(C)c1S(=O)(=O)N1CCCC(C(=O)NCCC2=CCCCC2)C1 (centres undefined)	-4	1	-10	14	-4	-2	0	9	0.4
COc1ccc(C(=O)NCC(=O)Nc2cccc(S(=O)(=O)NCc3ccco3)c2)cc1OC	-1	2	3	6	-2	-1	0	2	-0.5
N#CC(c1ccc(Cl)nn1)c1ccc(Cl)cc1Cl (centres undefined)	18	1	4	-7	4	-4	1	-10	1.0
Nc1cc(=O)[nH]c(N2CCN(c3ccccc3)CC2)n1	6	0	-6	10	0	-4	1	2	-0.2
CCCCn1c(SCC(=O)NC2CCCC2)nnc1-c1ccco1	11	11	2	1	-1	0	1	-17	0.3
COc1cccc(NC(=O)c2cccc(S(=O)(=O)N3CCN(Cc4ccccc4)CC3)c2)c1	6	0	-15	14	0	-3	6	-9	1.1
Nn1c(SCc2ccc(Br)cc2)nnc1-c1ccccn1	29	-10	2	3	3	-3	0	-22	1.0
COc1ccc(NC(=O)COc2ccccc2Cl)cc1S(=O)(=O)N1CCCCC1	14	-26	-19	7	0	-2	18	6	4.6
CC(=O)Cn1c(CN2CCCCC2)nc2ccccc2c1=O	16	11	1	6	-3	1	0	-15	-0.1
